From PubChem
aSyn 5UTR inh = MLPCN primary screen, SNCA 5' untranslated region; alpha-synuclein 5'UTR reporter, inhibitor activity; inhibition, % (tested at 7.5 µM); 0.82% of 300,000 active; AID 1813; in the data active = inhibition above about 60%;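 note: H4 neuroglioblastoma cells stably carrying SNCA 5'UTR luciferase fusion; 0% = DMSO wells and 100% = positive control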
GSK3B inh = inhibitors of human GSK3beta kinase; P49841; GST-GSK3beta kinase, ADP-Glo luminescence, 60 min; hits give low values; activity score (negative = inhibition), % at 10 µM; 0.038% of 300,000 active; AID 2097;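 active = more than half of replicate wells score below -50%, meaning over 50% inhibition versus plate controls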;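 note: 0% = median DMSO wells and -100% = median GW8510 positive control wells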
Target sequence (P49841 whole entry, looked up): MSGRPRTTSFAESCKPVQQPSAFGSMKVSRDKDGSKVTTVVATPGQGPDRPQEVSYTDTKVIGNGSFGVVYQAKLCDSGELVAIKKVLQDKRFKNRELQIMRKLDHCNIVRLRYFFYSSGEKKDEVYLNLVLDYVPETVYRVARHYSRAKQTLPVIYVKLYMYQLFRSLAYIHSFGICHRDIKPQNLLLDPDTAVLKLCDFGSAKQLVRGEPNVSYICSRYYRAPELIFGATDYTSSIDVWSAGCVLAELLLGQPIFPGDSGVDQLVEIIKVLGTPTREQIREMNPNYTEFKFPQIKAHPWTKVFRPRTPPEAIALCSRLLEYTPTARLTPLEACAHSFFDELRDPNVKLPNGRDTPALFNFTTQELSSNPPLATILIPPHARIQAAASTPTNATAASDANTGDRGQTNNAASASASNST
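Test system: GST-tagged human GSK3beta kinase, cell-free; evaluation: activity score scaled between in-plate DMSO and GW8510 controls; measured by: ADP-Glo luminescence; incubation: 60 min reaction, RT; benchmarks: DMSO and 20 µM GW8510; reagent: peptide substrate plus 25 µM ATP (final); medium: Tris/MgCl2 kinase buffer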
GSK3 alpha inh = blocks human GSK-3 alpha kinase. P49840. ADP-Glo luminescence, 60 min. inhibition, % at 10 µM. 0.1% of 320,000 active;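 in the data active = inhibition above about 50%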;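 note: GST-tagged GSK-3 alpha with peptide substrate and 25 µM ATP; 0% = DMSO neutral wells and 100% = GW8510 positive control wells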
Target sequence (P49840 whole entry, looked up): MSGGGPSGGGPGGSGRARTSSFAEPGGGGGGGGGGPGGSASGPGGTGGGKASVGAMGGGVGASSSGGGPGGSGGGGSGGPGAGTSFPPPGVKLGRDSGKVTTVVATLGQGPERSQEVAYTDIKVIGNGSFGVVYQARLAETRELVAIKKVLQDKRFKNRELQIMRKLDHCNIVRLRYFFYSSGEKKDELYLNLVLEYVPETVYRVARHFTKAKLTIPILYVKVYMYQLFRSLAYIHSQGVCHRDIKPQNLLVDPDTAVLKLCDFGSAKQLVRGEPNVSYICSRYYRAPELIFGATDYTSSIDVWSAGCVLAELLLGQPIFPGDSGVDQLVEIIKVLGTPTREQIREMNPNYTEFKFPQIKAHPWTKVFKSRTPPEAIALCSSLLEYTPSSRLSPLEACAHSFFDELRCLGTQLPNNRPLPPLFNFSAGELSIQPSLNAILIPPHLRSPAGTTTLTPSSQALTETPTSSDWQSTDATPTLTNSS
KLF5 inhibitor = suppresses KLF5 promoter-driven expression. DLD-1 KLF5 promoter-luciferase reporter, luminescence. inhibition, % at 5 µM. 0.23% of 290,000 active. AID 1700;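 active = inhibition above a per-plate limit of that plate's mean compound inhibition plus 3 SD, cut at about 60% in these data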;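 note: 0% = DMSO wells and 100% = LY294002 at 200 µM; higher means less KLF5 promoter-driven luciferase light; inactives centre near -14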
AI-2 QS mod = modulators of Vibrio harveyi AI-2 quorum sensing system; Vibrio harveyi JMH597 AI-2 luminescence/OD600 ratio, 9 h; hits give low values; strain lacks LuxN and CqsS sensors; 0 = neutral-control median; activity change, % at 7.5 µM; 0.4% of 300,000 active; AID 2094; in the data active = activity change below about -75%, passing the limit was not always enough;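 note: luminescence divided by OD600 gain over 9 h not by final OD600 alone; inactives centre near 13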
IEC-6 cytotox = kills IEC-6 intestinal cells in KLF5 counter-screen | IEC-6 cytotoxicity, luminescence viability | 0.78% of 290,000 active | inhibition, % at 5 µM; in the data active = inhibition above about 22%;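 note: 0% = plate median of test compound wells and 100% = cytotoxic reference compound wells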
HSF1 activator = increases HSF-1 driven luciferase reporter signal | NIH3T3-HGL HSF-1 luciferase reporter, MG132, 8 h; 100% = twice DMSO control signal | activation, % at 9 µM | 1.7% of 300,000 active;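 active = mean replicate activation of at least 50% with a set share of replicates each reaching 50%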;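 note: 0% = median of the neutral control wells and 100% = twice that signal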
HSP90 refold inh = blocks HSP90-mediated luciferase refolding in reticulocyte lysate; Rabbit reticulocyte lysate, luciferase refolding luminescence, 3 h; inhibition, % at 5.6 µM; 0.91% of 290,000 active; AID 1789;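 active = inhibition above the screen-wide mean plus 3 SD, computed separately per campaign, cut at about 16% in these data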;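 note: 0% = DMSO wells and 100% = 60 µM geldanamycin wells; inhibitors lower the luminescence because luciferase stays unfolded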
HSF1 inhib = HSF1 inhibition. NIH3T3-HGL HSE-luciferase, MG132-induced, luminescence 8 h; hits give low values. activity change, negative = inhibition, % at 7.5 µM (by protocol). 0.77% of 300,000 active;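 active = more than half of replicate wells show activity change below -50%, luminescence cut by over half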;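 note: luciferase reports HSF-1 transcriptional activity via heat shock element; 0% = median of DMSO wells and -100% = zero luminescence signal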
HIF activator = HIF pathway transcriptional activation. U2OS HRE-luciferase reporter, luminescence; normalized: DMSO 0%, desferrioxamine 100%. activation, % at 7.5 µM (by protocol). 0.32% of 300,000 active. AID 1910;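 active = mean activation of at least 10% of the iron chelator positive control signal, with at least half of replicates also reaching 10%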
* hit, by the source's call; . = not tested or not shown.

Under each structure – aSyn 5UTR inh	GSK3B inh	GSK3 alpha inh	KLF5 inhibitor	AI-2 QS mod	IEC-6 cytotox	HSF1 activator	HSP90 refold inh	HSF1 inhib	HIF activator
COc1ccc(C2NCCc3sccc32)cc1 (stereo not drawn)
  5	1	-3	-17	16	-2	-3	5	-2	-0.1
COc1cccc(N2C(=O)CC(N3CCN(c4ccc([N+](=O)[O-])cc4)CC3)C2=O)c1 (stereo not drawn)
  -6	0	-2	-12	24	-1	-1	-4	1	0.4
Cc1cc(NC(=O)c2noc3c2CCc2ccccc2-3)no1
  -77	3	-3	.	8	.	2	.	2	0.5
O=C(Cn1c(-c2ccccn2)nc2ccccc21)N/N=C/c1cccnc1
  11	-2	2	-34	17	8	14	0	6	-1.0
Cc1cccc(N(C(=O)CS(=O)CC(=O)Nc2ccc3c(c2)OCO3)C(C)C(=O)NC2CCCC2)c1C (stereo not drawn)
  18	0	-1	-39	24	-3	-11	2	0	0.0
CCOC(=O)c1cc2c(C(F)(F)F)cc(-c3ccccc3)nc2o1
  -12	2	-1	-37	8	-3	-1	-3	-3	0.0
O=c1c2cnn(-c3ccccc3)c2ncn1Cc1ccco1
  -21	-3	1	-49	4	2	-10	8	4	-0.1
O=C1S/C(=C/c2ccc(N3CCOCC3)o2)C(=O)N1Cc1c(F)cccc1Cl
  -12	-3	0	9	21	1	102*	2	94	0.0
CN(CCO)c1cc(N2CCCCC2)c2nonc2c1[N+](=O)[O-]
  14	-1	.	-15	7	-3	13	1	5	-0.1
Brc1ccc(-c2noc(CCc3ccccc3)n2)cc1
  -84	3	1	-11	-60	7	35	1	19	2.2
O=c1c2ccccc2nc(SCc2cc([N+](=O)[O-])cc3c2OCOC3)n1-c1ccccc1
  -29	-1	-1	-21	23	3	-16	1	-9	0.0
CC(C)Oc1ccc(S(=O)(=O)N2CCOCC2)cc1NC(=O)C(C)Oc1ccc(F)cc1 (stereo not drawn)
  4	3	0	.	4	.	13	.	14	0.3
CC1CN(c2nc(Nc3ccccc3)nc(N)c2[N+](=O)[O-])CC(C)O1 (stereo not drawn)
  2	-28	39	-5	-2	-11	-5	3	-7	-0.2
O=C(/C=C\c1ccccc1[N+](=O)[O-])Nc1ccccc1
  -194	2	0	-58	6	-2	30	-2	45	4.9
Cc1ccccc1NS(=O)(=O)c1cc(C(=O)Nc2ccccc2-c2ccccc2)ccc1Cl
  8	-2	12	-37	17	1	9	3	1	-0.4
CC/C(=N\OC(=O)c1ccc(OC(C)C)cc1)c1ccc(C)cc1
  14	3	1	-26	6	-2	0	7	1	-7.5
COCCn1nnnc1C(c1cccc(C(F)(F)F)c1)N1CCN(Cc2ccccc2)CC1 (stereo not drawn)
  -4	3	-1	-13	24	-1	-40	-2	-30	0.1
O=C(CCN1CCN(CC(=O)Nc2ccccc2F)CC1)Nc1ccccc1F
  .	1	-1	-3	9	2	.	-3	.	.
CCOc1cc(C(c2c(C)[nH][nH]c2=O)c2c(C)[nH][nH]c2=O)ccc1OC(=O)c1cccc([N+](=O)[O-])c1
  7	-6	-3	-12	16	-6	-5	9	5	0.5
CCn1cc(C(=O)NCc2ccc3c(c2)OCO3)c2cc(OC)c(OC)cc2c1=O
  11	1	-8	-26	28	1	-8	-2	-2	-1.3
Cc1ccc(C)c(N2CCN(C(=O)c3ccc(CS(=O)(=O)c4ccccc4C)o3)CC2)c1
  20	5	-2	5	34	4	-15	1	-11	2.0
CC(=O)C1=C(O)C(=O)N(Cc2cccnc2)C1c1ccccc1 (stereo not drawn)
  8	1	-4	-13	15	-9	0	-3	-2	-0.1
CC1C(=O)Nc2ccc(S(=O)(=O)NCCc3ccc(Cl)cc3)cc2NC1=O (stereo not drawn)
  -24	0	5	-6	26	-7	14	-5	2	-0.1
COc1ccc2cc(CCNC(=O)C3CC3)c(=O)[nH]c2c1
  5	2	-5	-10	16	-5	17	2	0	0.4
CC1=C(C(=O)OCc2ccccc2)C(c2ccc(Cl)cc2Cl)NC(=O)N1CCCC(=O)O (stereo not drawn)
  .	.	2	-41	.	-6	.	-5	.	.
COc1ccccc1OCC(=O)NCCCn1ccnc1
  -8	-2	-1	7	8	-7	-2	-3	-5	0.3
CCC1=NN(C(=O)COc2ccccc2)C(O)(c2ccncc2)C1 (stereo not drawn)
  -21	0	-2	-12	19	0	11	-1	13	0.1
CC(C)(C)c1nnc2sc(SCC(=O)c3ccc(Cl)cc3)nn2c1=O
  -4	1	-2	-21	23	-5	10	0	-3	.
CCCCN1/C(=C/c2cccc[n+]2C)Sc2cc(NC(C)=O)ccc21
  -5	0	-4	-25	1	-4	-8	-1	-2	-2.2
CCn1nnc2cc(C(=O)O)ccc21
  -20	-3	1	-1	26	-2	10	-2	-5	0.2

(next part)
Under each structure – aSyn 5UTR inh	GSK3B inh	GSK3 alpha inh	KLF5 inhibitor	AI-2 QS mod	IEC-6 cytotox	HSF1 activator	HSP90 refold inh	HSF1 inhib	HIF activator
CN1CCCN(S(=O)(=O)c2ccccc2)CC1
  -2	1	-1	-27	-14	-3	-2	-5	-3	-2.6
Cc1ccc(-c2nc(N)sc2CC(=O)OCC(=O)N2C(C)CCCC2C)cc1 (stereo not drawn)
  11	0	-2	-7	20	-8	-6	-2	3	0.1
COc1cc(NC(=O)c2ccccc2F)c(OC)cc1NC(=O)CN1CCCCC1
  -26	-2	-1	-31	6	-4	25	-2	14	5.4
O=C(NC(=S)Nc1ccc(Cc2ccncc2)cc1)c1ccccc1Cl
  0	1	0	-9	3	1	-9	2	-3	-0.1
FC(F)(F)c1cccc(Nc2ncnc3ccccc23)c1
  3	-1	-1	-26	29	17	5	-3	-5	1.0
CSc1nc(=O)n2cccc(C)c2n1
  8	.	0	-23	.	0	-14	-1	0	-0.1
CCOc1cc(C)c(C(C)C)cc1S(=O)(=O)N1CCOCC1
  12	3	-1	-26	4	-4	28	-2	12	-0.1
O=C1NC(Nc2nccs2)(C(F)(F)F)C(=O)N1CCc1ccccc1 (stereo not drawn)
  22	2	1	-12	3	-4	16	-3	-12	0.0
C=CCn1c(SCC(=O)N2CCOCC2)nc(O)c(Cc2ccccc2)c1=O
  -17	5	-1	-25	-2	6	0	3	2	-0.1
Nc1nc(SCc2ccccc2Cl)n[nH]1
  -8	0	.	-35	10	2	0	6	4	-0.4
Cc1ccc(O)c(NC(=O)c2cc([N+](=O)[O-])ccc2Cl)c1
  -62	-2	0	6	28	-11	1	0	-7	1.6
Cc1csc(NC(=O)C2=NN(c3ccccc3)C(=O)CC2)n1
  -2	1	-1	-18	18	0	4	2	-4	-0.2
Cc1ccnc(NS(=O)(=O)c2cccc3nsnc23)c1
  8	-1	0	-34	16	1	-6	2	-4	0.3
O=C(c1ccc([N+](=O)[O-])cc1)N1CCSC1c1ccc(Br)cc1 (stereo not drawn)
  -21	-5	0	-6	-22	-10	-6	-3	6	-0.3
Cc1cc(C(=O)OCC(=O)c2cccc([N+](=O)[O-])c2)c2ccccc2n1
  -6	0	-1	-8	-5	-6	7	1	-1	0.0
CC(C)Sc1nnc(-c2ccc(S(=O)(=O)N3CCOCC3)cc2)n1C
  2	-1	2	5	14	3	12	-3	0	0.0
c1ccc2c(-c3nn4nnnc4c4ccccc34)cccc2c1
  21	-2	-3	-19	19	-5	1	2	-3	-1.2
CN(C)CCN(Cc1ccccc1)S(=O)(=O)c1ccc(-c2ccc(=O)[nH]n2)s1
  5	1	-5	-12	-4	-6	14	-3	3	-0.8
CCCCc1c(C)c2ccc(OCC(C)=O)cc2oc1=O
  .	.	-2	-106	.	1	.	-4	.	.
CCOC(=O)N=Nc1c(O)n(Cc2ccccc2)c2ccccc12
  -14	-1	-1	-14	13	-1	26	-2	13	0.1
C=C(C)Cc1c(C)c(C#N)c2nc3ccccc3n2c1NCCCN(C)C
  -59	1	-1	-3	2	1	-8	2	-8	1.1
COc1ccc(OC)c(S(=O)(=O)Nc2c(NC3CCCCC3)c3ccccc3oc2=O)c1
  26	0	.	-41	8	5	-3	3	9	-0.3
CC(C)NC(=O)CN1C(=O)NC(CCc2ccccc2)C1=O (stereo not drawn)
  12	2	-2	-3	14	-1	-12	-1	-2	-0.4
Cc1nc(-c2ccc(Cl)cc2)sc1C(=O)NN
  -43	3	-5	-15	3	6	-2	6	5	1.6
CC(C)Cn1c(=O)c2ccccc2c2ccccc2c1=O
  19	1	-2	-5	25	4	-13	1	-4	-0.1
Fc1c(F)c(F)c(/C=N/NC(=S)Nc2cccnc2)c(F)c1F
  17	-3	10	-4	11	-1	-1	-8	0	-0.1
Cc1cc(SCC(=O)Nc2ccc(O)cc2)n2ncc(-c3ccccc3)c2n1
  -13	-2	-4	-15	17	0	-4	3	3	-0.2
COc1ccc(NC(=O)NNC(=O)COc2ccc3cc(Br)ccc3c2)cc1OC
  0	2	-1	-19	6	8	-9	2	-7	-0.7
Cc1csc(NC(=O)CSc2nnc(-c3ccc(Cl)cc3)n2N)n1
  24	1	-3	-3	21	-6	2	0	-1	-0.1
CC(=O)Nc1nnc(SCc2ccc(F)cc2)s1
  -31	1	-1	-49	24	2	19	-5	23	1.2

The listing continues.
Under each structure – aSyn 5UTR inh	GSK3B inh	GSK3 alpha inh	KLF5 inhibitor	AI-2 QS mod	IEC-6 cytotox	HSF1 activator	HSP90 refold inh	HSF1 inhib	HIF activator
COc1ccc(NS(=O)(=O)c2c(F)cc(F)c(Cl)c2F)cc1S(=O)(=O)N1CCCCC1
  -9	-5	-2	-13	16	-6	-6	7	8	-0.3
O=C(NN1CCOCC1)c1cc(-c2cccc(Cl)c2)nc2ccccc12
  -1	4	-3	-9	12	2	0	2	4	-0.6
CC(Oc1cccc2cccnc12)C(=O)N/N=C/c1ccccc1 (stereo not drawn)
  1	2	-3	0	12	0	22	0	6	0.1
O=C(CCNC(=O)C1CCN(S(=O)(=O)c2ccc(F)cc2)CC1)Nc1ccccc1
  0	1	-2	-9	17	3	4	-3	1	-0.5
FC(F)(F)c1cc(NC2CCCCC2)ccn1
  15	-2	-2	-22	32	-3	-48	-1	-35	-0.4
CC(C)(C)c1ccc(C(=O)c2c[nH]c(C(=O)NCCc3ccccn3)c2)cc1
  -5	3	3	-10	29	5	-6	16*	0	0.1
Cc1ccc(C)c(-c2nc3cc(N)ccc3o2)c1
  63*	1	.	-63	24	3	-7	1	-7	-1.1
Cc1ccc(C(=O)N/C(=C/c2ccccc2)C(=O)NCc2ccncc2)cc1
  -22	5	-3	-20	20	4	10	2	2	0.1
COC(=O)[C@@H]1C[C@H]2CC[C@H](O)C[C@H]2N1Cc1ccc(C(C)(C)C)cc1
  -24	2	2	.	27	.	-5	.	-9	0.0
Cn1c(=O)c2c(nc(NCCO)n2CCc2ccccc2)n(C)c1=O
  0	2	-3	.	0	.	8	.	2	0.5

A draw from above in order of heavy-atom count, rising.
Under each structure – aSyn 5UTR inh	GSK3B inh	GSK3 alpha inh	KLF5 inhibitor	AI-2 QS mod	IEC-6 cytotox	HSF1 activator	HSP90 refold inh	HSF1 inhib	HIF activator
Cc1ccc(C)c(-c2nc3cc(N)ccc3o2)c1
  63*	1	.	-63	24	3	-7	1	-7	-1.1
CC(C)(C)c1ccc(C(=O)c2c[nH]c(C(=O)NCCc3ccccn3)c2)cc1
  -5	3	3	-10	29	5	-6	16*	0	0.1
O=C(CCNC(=O)C1CCN(S(=O)(=O)c2ccc(F)cc2)CC1)Nc1ccccc1
  0	1	-2	-9	17	3	4	-3	1	-0.5
